Screening results as filed in PubChem.
DENV2 CPE: DENV2-induced cell death inhibition; DENV2-infected cells, cytopathic effect rescue, plate reader; CPE inhibition, % at 9.99 µM; actives 1.7% (n = 350,000); AID 651640; in the data active means CPE inhibition above about 20%, passing the limit was not always enough; inconclusive means no clear call, values can overlap the other calls; tested in BHK-21 cells;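 further: 0% = median of neutral control wells and 100% = median of positive control wells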
ERAP1 HTS inh: blocks human ERAP1 aminopeptidase activity | inhibition, % at 10.7 µM | Q9NZ08 | recombinant ERAP1, Leu-AMC fluorescence, 60 min | actives 0.15% (n = 340,000);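 active means mean replicate inhibition of at least 30%, or all replicates individually reaching that 30% level; inactive means mean below 30% and not every replicate reaching it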;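 further: 0% = neutral control wells and 100% = L-leucinethiol positive control wells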
Casp6 inh: caspase-6 (human) enzyme inhibition | P55212 | purified caspase-6, Z-VEID-R110 cleavage fluorescence | inhibition, % at 12.5 µM | actives 0.53% (n = 350,000);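 active means mean inhibition across replicates at least about 35%, with every replicate also reaching that limit, limit read from the data; inconclusive means only one of the two criteria met; inactive means neither criterion met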;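 further: 0% = median of neutral control wells and 100% = no fluorescence left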
Target sequence (P55212 24-179 limits assumed): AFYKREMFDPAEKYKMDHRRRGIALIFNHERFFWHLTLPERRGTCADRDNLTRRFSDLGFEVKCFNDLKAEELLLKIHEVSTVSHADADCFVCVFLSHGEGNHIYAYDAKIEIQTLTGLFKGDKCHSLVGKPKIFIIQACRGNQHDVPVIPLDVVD
Target sequence (P55212 194-293 limits assumed): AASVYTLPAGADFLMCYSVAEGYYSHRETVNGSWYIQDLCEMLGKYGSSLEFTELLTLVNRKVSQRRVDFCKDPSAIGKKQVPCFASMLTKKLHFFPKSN
miR122 inh: inhibitors of miR-122 in Huh7 cells | Huh7 miR-122 Renilla luciferase sensor, 48 h; neutral wells = 0, positive control = 100 | activation (reporter increase), % at 12.5 µM | actives 0.3% (n = 340,000);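 active means mean replicate activation score at least 90 and every replicate individually at or above 90; inconclusive means only one of the two criteria met; inactive means neither criterion met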;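 further: higher luciferase means less miR-122 activity so hits act as miR-122 inhibitors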
CFTR F508del cor: CFTR F508del correction in bronchial cells. CFBE cells, YFP halide quenching; stimulated with forskolin plus potentiator P3; % fluorescence drop versus neutral controls. activity (quench increase), % at 7.58 µM. actives 0.36% (n = 350,000). AID 720511;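 active means mean added fluorescence quench of at least 8% versus neutral control, with both replicates also reaching 8%; inconclusive means only one of the mean or replicate conditions met; inactive means mean below 8% and not both replicates reaching 8%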;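 further: cells transiently co-express mutant CFTR-F508del with the halide-sensitive YFP; corrector assay measuring rescue of mutant channel to the surface after 24 h compound exposure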
ERp5 inh: blocks human ERp5 reductase activity on insulin; ERp5 insulin aggregation, absorbance 650 nm, 90 min; actives 0.05% (n = 350,000); inhibition, % at 9.99 µM; Q15084;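 active means mean replicate inhibition above about 25%, with every replicate also reaching it, limit read from the data, passing the limit was not always enough; inconclusive means only one of those two criteria met; inactive means neither criterion met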
Target sequence (Q15084 whole entry, looked up): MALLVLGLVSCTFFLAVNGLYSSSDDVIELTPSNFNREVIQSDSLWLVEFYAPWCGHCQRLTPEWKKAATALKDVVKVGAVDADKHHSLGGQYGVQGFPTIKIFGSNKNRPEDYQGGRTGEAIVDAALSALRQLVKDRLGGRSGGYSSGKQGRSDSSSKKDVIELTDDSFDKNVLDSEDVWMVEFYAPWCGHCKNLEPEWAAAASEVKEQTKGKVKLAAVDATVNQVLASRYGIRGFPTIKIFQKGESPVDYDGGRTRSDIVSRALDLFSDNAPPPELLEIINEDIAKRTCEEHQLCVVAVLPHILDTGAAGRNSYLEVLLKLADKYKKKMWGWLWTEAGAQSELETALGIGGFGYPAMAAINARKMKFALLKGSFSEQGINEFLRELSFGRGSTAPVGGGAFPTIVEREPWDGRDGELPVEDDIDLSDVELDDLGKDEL
SIRT5 block: inhibitors of human sirtuin-5 desuccinylase; Q9NXA8; Purified SirT5, succinyl-peptide AMC, trypsin-coupled fluorescence; inhibition, % at 15 µM; actives 1.1% (n = 330,000); in the data active means inhibition above about 15%; inconclusive means no clear call, values can overlap the other calls
Target sequence (Q9NXA8 whole entry, looked up): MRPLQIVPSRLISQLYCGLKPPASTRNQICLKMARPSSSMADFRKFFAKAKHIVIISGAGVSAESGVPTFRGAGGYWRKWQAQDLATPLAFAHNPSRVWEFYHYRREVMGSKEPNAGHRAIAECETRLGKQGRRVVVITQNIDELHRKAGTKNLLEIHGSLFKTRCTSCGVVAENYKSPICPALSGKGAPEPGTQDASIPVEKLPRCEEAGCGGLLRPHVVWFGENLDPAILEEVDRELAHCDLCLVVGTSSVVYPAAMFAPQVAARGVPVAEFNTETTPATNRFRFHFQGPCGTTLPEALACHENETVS
Numbers without * were called inactive; ? = inconclusive; / = not tested or not shown; & = joins results of further samples; [ ] = dose if it differs, or a comment.

SMILES	DENV2 CPE	ERAP1 HTS inh	Casp6 inh	miR122 inh	CFTR F508del cor	ERp5 inh	SIRT5 block
COC(=O)c1cc(-c2ccc(Cl)cc2)n[nH]1	-6	1	-1	-6	0.4	-9	/
CCCCNC(=O)C1CC(=O)N(CCc2ccccc2)C1 (configuration not stated)	7	/	-1	-6	-1.5	9	-5
O=C1NC[C@H](c2ccccc2)OC(=O)[C@@H](Cc2ccc(F)cc2)C/C=C\C[C@H]1CC(=O)N(CCO)Cc1ccccc1	8	-3	/	-4	4.0	-12	/
CCc1ccccc1NC(=O)C1=CC(c2ccc(OC)c(OC)c2)=NS(=O)(=O)N1C	-3	-3	-1	-6	0.7	1	5
C[C@@H]1CN([C@@H](C)CO)C(=O)c2cccc(NC(=O)CCCCCC(=O)Nc3ccccc3N)c2O[C@@H]1CN(C)C	-8	-2	2	/	1.5	-1	-6
Cc1c(O)c2cccnc2[nH]c1=O	/	-9	0	/	/	-2	-2
O=C(CN1CCN(Cc2ccc(Cl)cc2)CC1)N/N=C/c1cccc(F)c1	7	/	0	-5	0.1	9	-5
COc1ccccc1CNC(=O)C[C@@H]1C[C@H]2c3cc(NC(=O)c4ccc5c(c4)OCO5)ccc3O[C@H]2[C@@H](CO)O1	7&-1	0&-1	1&1	2	-0.2&0.0	1	-3&0
CCc1ccc(S(=O)(=O)Nc2cc3c(cc2N2CCCCC2)n(C)c(=O)c(=O)n3C)cc1	-1	2	9	5	-4.3	6	1
NNC(=O)c1nn(-c2ccc(Cl)cc2)cc1O	-1	/	3	16	-33	-1	-6
C=CCN(C(=O)CCC(=O)Nc1cc(C)on1)C(C(=O)NC1CCCC1)c1ccc(OC)c(OC)c1 (configuration not stated)	0	3	2	/	0.4	3	-2
C/C=C/c1ccc([C@H]2[C@@H](CO)N(C(=O)C3CCC3)[C@H]2CNC(=O)CN(C)C)cc1	3	-3	-1	/	2.2	-5	1
O=C(NCc1ccccc1F)[C@@H]1[C@@H](CO)[C@@H]2Cn3c(cccc3=O)[C@@H]2N1CC1CCCC1	-7	3	0	0[16.7 µM]	-1.5	-8	-1
O=C(Nc1cnn(C23CC4CC(CC(C4)C2)C3)c1)c1cnn2cccnc12	-1	-3	-3	-8	0.0	-4	-2
CCc1ccccc1NC(=O)NCc1cccnc1	-2	4	1	/	1.3	0	-2
CCCCn1c(N)c(N(CC(C)C)C(=O)c2cc(Cl)nc3ccccc23)c(=O)[nH]c1=O	5	2	1	/	1.2	1	-2
COCC#Cc1ccc2c(c1)O[C@@H](CN(C)C(C)=O)[C@H](C)CN([C@H](C)CO)S2(=O)=O	-12	0	-2	-8[16.7 µM]	0.5	3	1
Nc1[nH]c(C(=O)c2ccc(Br)cc2)c(-c2ccc3ccccc3c2)c1C(=O)NCCc1c[nH]c2ccccc12	-6	0	-3	/	-0.2	3	/
COc1ccc(C(=O)/C=C2/Sc3cc4c(cc3N2C)OCO4)cc1	0	2	0	/	/	-4	0
COC(=O)c1cc(C(=O)OC)n(Cc2ccc(F)cc2)c1C	8	6	1	-4	1.1	0	0

Ordered by value in miR122 inh (falling): 3 of the compounds above
SMILES,ERAP1 HTS inh,Casp6 inh,miR122 inh,CFTR F508del cor,ERp5 inh,SIRT5 block
CCc1ccc(S(=O)(=O)Nc2cc3c(cc2N2CCCCC2)n(C)c(=O)c(=O)n3C)cc1,2,9,5,-4.3,6,1
COc1ccccc1CNC(=O)C[C@@H]1C[C@H]2c3cc(NC(=O)c4ccc5c(c4)OCO5)ccc3O[C@H]2[C@@H](CO)O1,0&-1,1&1,2,-0.2&0.0,1,-3&0
O=C1NC[C@H](c2ccccc2)OC(=O)[C@@H](Cc2ccc(F)cc2)C/C=C\C[C@H]1CC(=O)N(CCO)Cc1ccccc1,-3,/,-4,4.0,-12,/

Single values from the results shown.
COCC#Cc1ccc2c(c1)O[C@@H](CN(C)C(C)=O)[C@H](C)CN([C@H](C)CO)S2(=O)=O in Casp6 inh is entered as -2
CCc1ccc(S(=O)(=O)Nc2cc3c(cc2N2CCCCC2)n(C)c(=O)c(=O)n3C)cc1 in Casp6 inh is entered as 9

(more compounds)
SMILES	DENV2 CPE	ERAP1 HTS inh	Casp6 inh	miR122 inh	CFTR F508del cor	ERp5 inh	SIRT5 block
O=C(COc1ccc(S(=O)(=O)N2CCOCC2)cc1Cl)NCCCn1ccnc1	-16	1	-4	-2	0.8	3	0
O=C(CN1CCOCC1)N1CCCCN2[C@H](CO)[C@@H](c3ccc(C#Cc4ccccc4F)cc3)[C@H]2C1	27*	-2	-1	-1[16.7 µM]	1.2	-1	5
O=C(COC(=O)C1=COCCO1)Nc1ccccc1OC(F)F	/	-1	0	/	0.5	2	-4
Cc1ccc(NC(=O)C(C)Sc2nnc(C3CC3)n2C2CC2)cc1S(=O)(=O)N1CCOCC1 (configuration not stated)	-1	1	2	-4	-2.3	-6	-1
COc1ccc(NC(=O)CNC(=O)c2nn(-c3ccc(OC)cc3OC)c(=O)c3ccccc23)c(OC)c1	7	2	0	5	0.9	1	6
COc1ccc(C2/C=C\CN(S(=O)(=O)c3ccc4ccccc4c3)CC(=O)N2Cc2ccc(F)cc2)cc1 (configuration not stated)	-6	/	0	/	-1.4	1	/
Cc1sc2nc(SCC(=O)NCCCO)n(-c3ccccc3)c(=O)c2c1C	-5	1	-3	0	1.5	1	-1
Cc1ccc(NC(=O)COC(=O)C2CC3C=CC2C3)cc1S(=O)(=O)N1CCCCC1 (configuration not stated)	/	2	1	-4	-0.8	-2	-2
COc1ccc(NC(=S)NCCc2c[nH]c3ccccc23)c(OC)c1	0	-3	-1	0	-1.6	-4	-3
CSCC[C@H](NC(=O)CCCn1nnc2ccccc2c1=O)C(=O)O	4	/	2	-8	0.6	1	0
COc1cccc(S(=O)(=O)Nc2ccc3c(c2)[C@@H]2C[C@H](CC(=O)NCCc4ccccc4)O[C@H](CO)[C@@H]2O3)c1	-5&-1	0&-4	2&-5	6	-2.5&5.7	-2&-3	-3&4
COc1cccc(NC(=O)CN(C)C(=O)C2CC(=O)N(CCc3ccc(OC)c(OC)c3)C2)c1 (configuration not stated)	14	0	5	-5	-8.4	2	-4
Cc1cccc(N2CN(Cc3cccnc3)CNC2=S)c1	?	1	0	/	-1.6	4	-8
CC1(C)CC(=O)C=C(N2CCOCC2)C1	-1	3	-2	5	0.8	-4	3
C[C@H](CO)N1C[C@H](C)[C@H](CN(C)C(=O)Nc2ccc3c(c2)OCO3)Oc2c(NS(=O)(=O)c3ccc(Cl)cc3)cccc2C1=O	-8	-2	-1	5[16.7 µM]	-3.9	4	8
C[C@H]1CN([C@@H](C)CO)C(=O)c2cccc(NC(=O)c3ccncc3)c2O[C@H]1CN(C)CC1CC1	2	0	-8	-2[16.7 µM]	1.0	5	/
COc1ccc(NC(=O)Nc2cccc3c2O[C@@H](CN(C)S(=O)(=O)c2ccc(Cl)cc2)[C@H](C)CN([C@H](C)CO)C3=O)cc1	-9	-1	-1	-2[16.7 µM]	0.0	0	0
O=C(CC1C(=O)NCCN1C/C=C/c1ccccc1)NCCCC1CCCC1 (configuration not stated)	0	-1	-3	5	0.3	-2	1
CCN1C[C@@H]2[C@@H]3C(=O)N(Cc4ccccc4)C(=O)[C@@H]3[C@](CC)(C1=O)N2C(=O)c1ccccc1	-7	-2	1	-2	-3.2	-2	-13
C/C=C/c1ccc2c(c1)O[C@H](CN(C)S(=O)(=O)c1ccccc1OC)[C@@H](C)CN([C@H](C)CO)S2(=O)=O	?	-4	2	24[16.7 µM]	0.7	-4	6
O=C(COC(=O)C12CC3CC(CC(Br)(C3)C1)C2)Nc1ccc2[nH]c(=O)[nH]c2c1	4	-6	2	0	4.4	-5	-1
O=C(CC1C(=O)NCCN1Cc1cccc(F)c1)NCCCN1CCCC1=O (configuration not stated)	-1	0	0	-5	-1.5	4	-3
COc1ccc(OCC(O)CNC(=O)c2ccc(OC)cc2)cc1 (configuration not stated)	-1	-5	-3	/	2.2	4	3
O=C(C[C@H]1CC[C@H](NC(=O)CN2CCOCC2)[C@H](CO)O1)NCCc1ccncc1	0	-2	2	-3[16.7 µM]	-0.4	1	4
COc1ccc(CNC(=O)C[C@@H]2CC[C@@H]3[C@H](COc4ccc(NC(=O)C5CC5)cc4C(=O)N3C)O2)cc1	12	3	2	-1[16.7 µM]	-2.9	2	-1
O=C(COC(=O)C1CCC(=O)N1)Nc1ccc(Br)cc1 (configuration not stated)	-6	7	-1	/	1.2	5	-2
COc1cccc(CNC(=O)CSc2nnc3c(n2)[nH]c2ccc(C)cc23)c1	-6	2	-1	-1	1.1	0	-2
COc1ccc(NC(=O)CN(C)CC(=O)Nc2sc3c(c2C#N)CCC3)cc1	6	1	6	/	-2.3	-2	3
O=S1(=O)CCN(Cc2ccccc2)CC1	-1	4	1	/	2.8	1	-2
O=C(N/N=C/C1CC=CCC1)c1ccc(Cl)cc1O (configuration not stated)	-2	3	62*	4	/	-11	-4
COc1ccccc1NC(=O)N1[C@H](C#N)[C@H](c2ccccc2)[C@@H]1CO	-4	1	1	/	2.2	0	2
Cc1ccc(/C=N\NC(=O)c2ccc3c(c2)OCO3)o1	-4	3	-4	8	0.1	-3	-1
COc1ccccc1C(=O)Nc1cccc(NC(=O)c2ccccc2OC)n1	-1	-2	0	/	3.2	8	-3
CN(C)N(C(=O)c1cc(-c2cccs2)nn1-c1ccccc1)C1CCS(=O)(=O)C1 (configuration not stated)	6	2	0	-8	4.8	?	-7
C[C@H]1CCCCO[C@H](CN(C)C(=O)Cc2ccccc2)[C@@H](C)CN([C@@H](C)CO)C(=O)c2cc(NC(=O)c3ccccc3)ccc2O1	-1	1	-2	2[16.7 µM]	-1.8	3	3
NC(=O)CC(NC(=O)c1ccccc1)c1ccc(N2CCCCCCC2)c([N+](=O)[O-])c1 (configuration not stated)	-2	-2	4	-1	1.4	1	0
CC(C)(C)OC(=O)NCc1ccc(NC(=O)c2nc[nH]c2C(=O)Nc2cc(Br)ccc2F)cc1	-4	-1	0	-1	4.1	-4	-6
Cc1cc(C)n(-c2nnc(NCc3ccc(Cl)cc3)nn2)n1	0	-3	-2	-5	-2.1	?	-4
C=C1CCN([C@@H](C)C(=O)NCc2cc(OC)c(OC)c(OC)c2)S(=O)(=O)c2ccccc21	?	/	-6	-8	-1.5	5	/
COc1ccc2c3c(n(C)c2c1)[C@@H](CO)N(C(=O)Nc1ccc(F)cc1)CC31CN(Cc2ccccn2)C1	5	1	-1	/	-1.0	0	2
Cc1ccc(C)c(S(=O)(=O)N/N=C/c2cccnc2)c1	3	0	-2	/	2.1	3	-1
COc1ccc(-c2cc(NC(=O)c3cncn3-c3ccccc3)ccc2OC)cc1	-7	-9	-3	-3	1.9	3	1
COc1ccc(NC(=O)N(C)C[C@H]2Oc3ccc(NS(=O)(=O)c4cccs4)cc3CC(=O)N([C@H](C)CO)C[C@H]2C)cc1	8	/	/	-1[16.7 µM]	-3.0	/	/
COc1ccc(/C=C/C(=O)Nc2ccc(C(C)=O)cc2)cc1S(=O)(=O)N1CCOCC1	-16	-9	-2	2	-1.3	-7	0
CC1CCN(C(=O)Cn2cc([N+](=O)[O-])ccc2=O)c2ccccc2S1 (configuration not stated)	0	-3	-1	9	-0.4	7	-8
O=C(C[C@@H]1CC[C@H]2[C@@H](COC[C@@H](O)CN2C(=O)Nc2cc(Cl)cc(Cl)c2)O1)NCC1CCCCC1	-4	-1	-1	-11[16.7 µM]	-2.1	4	1
O=C(c1ccc(S(=O)(=O)N2CCCCC2)cc1)N1CCc2ccccc2C1	-7	-1	0	-6	-1.2	3	/
CC(C)NC(=O)Nc1ccc2c(c1)C(=O)N([C@H](C)CO)C[C@@H](C)[C@@H](CN(C)S(=O)(=O)c1ccc(F)cc1)OCCCC[C@H](C)O2	0	5	1	-3[16.7 µM]	-5.5	-6	-1
O=C(C=Cc1ccccc1Cl)c1ccccc1	-3	-1	-1	-12	-4.1	-1	2
COCCNC(=S)Nc1cc2oc3ccccc3c2cc1OC	1	-4	-2	30	0.5	-2	-2
O=C(CSc1ccc2ccccc2c1)NC1CCCc2ccccc21 (configuration not stated)	-6	1	1	/	/	-6	-2
CO[C@H]1CN(C)C(=O)c2cc(NC(=O)c3ccccc3)ccc2OC[C@H](C)N(C(=O)C2CC2)C[C@@H]1C	/	-1	-3	-2[16.7 µM]	-4.2	-11	4
COc1cc([N+](=O)[O-])ccc1NC(=O)COC(=O)CCOc1ccc(C)cc1	-3	1	0	5	3.0	3	2
